bCat nuc transl = beta-catenin nuclear translocation modulation; 190,000 tested, 0.3% active; nuclear translocation activity, % at 5 µM; HeLa beta-catenin nuclear translocation, immunofluorescence imaging;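 active = nuclear translocation activity above 50% at 5 µM, with a well cell count of 50 or more; inconclusive = wells under 50 cells across six images, flagged as toxic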;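 note: per-cell ratio of nuclear to cytoplasmic median beta-catenin stain intensity; plate controls were DMSO negative control for no effect and GSK-3 inhibitor IX positive control for full effect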
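assay system = human HeLa cells, endogenous beta-catenin | times = compound treatment 24 h, 37°C, 5% CO2 | detection = Anti-beta-catenin immunofluorescence on PFA-fixed, Triton-permeabilized cells, DAPI nuclei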
MT stabilizer = microtubule stabilizers in HeLa cells; HeLa tubulin immunostaining HCS, 24 h; share of cells brighter than vehicle mean+2SD; % tubulin-high responders, % at 10 µM; 200,000 tested, 0.83% active; AID 2205;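 active = plate Z-score above 3 for both tubulin-high and condensed-nucleus cell shares, with cell loss under 80%, at 10 µM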;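 note: anti alpha tubulin signal scored within the nucleus-defined area of each cell; some results filed as inactive read as strong as hits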
M1AAP inhibition = malaria alanyl aminopeptidase activity blockers – biochemical, fluorogenic H-Leu-NHMec substrate, 1536-well (AID 1445) | recombinant M1AAP, H-Leu-NHMec fluorogenic kinetic assay; higher % means a stronger effect | inhibition, % at 30 µM, or IC50 in µM where a hit was titrated | 220,000 tested, 0.42% active;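 active = primary inhibition above the hit cutoff, then over 50% inhibition at one or more dose response concentrations, cut at about 23% in these data, passing the limit was not always enough; inconclusive = conflicting primary data, or primary hits not chosen for dose response; inactive = low primary inhibition, or under 50% at every dose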;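 note: plate controls were DMSO full reaction for no effect and no enzyme background for full effect; strong numbers were not always called active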
Ins promoter up = MIN6 insulin promoter up-regulation; MIN6 insulin promoter-GFP reporter, high-content imaging; stronger effect = higher value; z-score at 5 µM; 190,000 tested, 0.3% active; AID 1625;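 active = z-score above 3 at 5 µM with at least 500 cells counted in the well; inconclusive = wells under 500 cells, flagged as cytotoxic or low count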
K1F lysis inhibition = inhibition of K1F phage lysis, E. coli UTI89, bacterial capsule biogenesis inhibitors, alamar blue (AID 488966); E. coli UTI89 K1F phage lysis, alamar blue, 2 h; higher % means a stronger effect; one-dose inhibition, % at 100 µM; IC50 in µM for titrated hits; 340,000 tested, 0.02% active;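 active = phage lysis inhibition, versus mean bacterial control, above a set limit; inconclusive = no clear call, values can overlap the other calls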;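 note: capsule biogenesis inhibitors block K1F phage lysis so surviving cells raise fluorescence; higher fluorescence means more inhibition of phage lysis; actives were called in the ten point dose series up to 300 µM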
Dynein transport = dynein cargo transport inhibition. 3617.4 mouse cells, GR-EGFP nuclear translocation imaging; test concentration mostly 20 µM; stimulated with dexamethasone, 1 µM; stronger effect = lower value. z-score, hits read low. 220,000 tested, 0.47% active. AID 1381;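 active = plate z-score of nuclear minus cytoplasmic receptor signal below a set negative limit, without overly bright fluorescence or cell loss, cut at about -3.5 in these data, passing the limit was not always enough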;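 note: z-score of nuclear minus cytoplasmic ring GR-EGFP intensity difference per well; some compounds called inactive have numbers as strong as hits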
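Buffer or medium: tetracycline-free induction medium containing charcoal-stripped FBS / Reagent: dexamethasone agonist, 1.0 µM final, for 30 min / Technique: automated 10x imaging of fixed Hoechst-stained cells / Times: induction 48 h, compound 1 h, agonist 30 min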
Autophagy HCS = alters autophagy in cells; MEF GFP-LC3 puncta imaging; test concentration mostly 10 µM; calls only at 10 µM (by protocol); 190,000 tested, 0.98% active;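 active = percentage of spot-positive cells more than 3 SD above its plate mean, without a fluorescence outlier flag or 80% toxicity; inconclusive = no clear call, values can overlap the other calls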;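 note: spot-positive cell cutoff set from DMSO-treated cells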
P. falciparum M17LAP = P. falciparum M17LAP inhibitors, primary screen, biochemical, fluorogenic H-Leu-NHMec substrate, 1536-well (AID 1619); 220,000 tested, 0.38% active; inhibition, % at 30 µM, or IC50 in µM where a hit was titrated; recombinant M17LAP, H-Leu-NHMec fluorogenic kinetic assay; higher % means a stronger effect;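 active = compound inhibiting the enzyme by more than half at any dose during confirmatory dose-response retesting; inconclusive = strong single-dose inhibitors picked by rank but not retested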;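 note: plate controls were full reaction with DMSO carrier for no effect and no enzyme background for full effect; strong numbers were not always called active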
ER stress rescue = rescue of cells from ER stress-induced death, primary screen, 384-well, CSM14.1, thapsigargin, ATP luminescence (AID 1222); CSM14.1 thapsigargin-induced death rescue, ATP luminescence; higher % means a stronger effect; 190,000 tested, under 10 active; cellular ATP content (survival), % at 20 µM; hits with a dose series show EC50 in µM;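 active = EC50 below 50 µM in the dose-response confirmation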;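 note: death triggered by thapsigargin at about 15 µM added after 2 h compound pretreatment; cell ATP read after overnight thapsigargin exposure of roughly 18 to 22 hours; normalized against plate controls of thapsigargin alone and 5% DMSO vehicle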
Dynein transport cytoplasmic EGFP = further read-out of Dynein transport, marked with its call; z-score; measured here: cytoplasmic GR-EGFP intensity; stronger effect = higher value
Dynein transport nuclear GR-EGFP = recorded beside Dynein transport, whose call it bears; z-score; measured here: nuclear GR-EGFP intensity;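 lower value marks the stronger effect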
Dynein transport cell count = also measured in Dynein transport; calls as there; z-score; measured here: cell count per field
Ins promoter up cell count = further read-out of Ins promoter up, marked with its call; cell count; measured here: cytotoxicity, nuclei count;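 total cells summed across four imaged fields per well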
bCat nuc transl cell count 5 µM = further read-out of bCat nuc transl, marked with its call; cell count; measured here: cell count, cytotoxicity flag
MT stabilizer Hoechst-high % = second read-out of MT stabilizer, no call of its own (marks repeat the call); % Hoechst-high responders; measured here: nuclear condensation Hoechst responders;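 share of cells brighter than vehicle mean plus two SD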
MT stabilizer cytotoxicity % = second read-out of MT stabilizer, no call of its own (marks repeat the call); toxicity, %; measured here: cytotoxicity by cell density;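 0% = mean cell density of plate MIN control wells and 100% = no cells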
Autophagy HCS cell loss 18 h = further read-out of Autophagy HCS, marked with its call; toxicity, %; measured here: cell loss, nuclei count;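 cell loss after 18 h compound exposure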
* marks the source's active call; other numbers are inactive results; i = inactive; ? = inconclusive; . = no result given; + = active, no number; [ ] = another dose, or the depositor's remark.

structure,bCat nuc transl,bCat nuc transl cell count 5 µM,MT stabilizer,MT stabilizer Hoechst-high %,MT stabilizer cytotoxicity %,M1AAP inhibition,Ins promoter up,Ins promoter up cell count,K1F lysis inhibition,Dynein transport,Dynein transport cytoplasmic EGFP,Dynein transport nuclear GR-EGFP,Dynein transport cell count,Autophagy HCS,Autophagy HCS cell loss 18 h,P. falciparum M17LAP,ER stress rescue
Cn1cnc2c(N/N=C/c3cccs3)ncnc21,-0.8,1298,.,.,.,7%,-0.21,1037,.,0.46,-0.27,-0.014,-0.21,.,.,10%,.
Cc1ccc(-n2c(=O)c3sccc3n(CC(=O)N3CCCC3)c2=O)cc1,3.4,1474,1.8,1.8,8.6,8%,-0.06,1532,12%,0.97,-0.19,0.57,-0.28,i,-10,-3%,-1.6%
O=C(c1cccnc1)N1CCCc2ccccc21,0.1,1173,7.7,3.1,3.8,4%,1,1283,0.8%,2.2,-0.26,0.7,-0.36,i,19,2%,0.8%
COc1ccc(/C=C(\CC(=O)O)c2nc3ccccc3s2)cc1O,-0.4,1049,3.3,3.2,8.4,17%,-0.1,1256,0.8%,-0.68,-0.23,-0.47,-0.1,i,3,37%,-1.3%
O=C(COc1ccccc1)N1N=C(c2cccnc2)CC1(O)C(F)(F)F (stereo unspecified),-0.3,473,4.8,4.0,0.0,2%,-0.05,1015,12%,0.31,-0.32,-0.21,0.59,i,0,1%,2.1%
CC(=O)Nc1ccc(S(=O)(=O)Nc2cccc(-c3cn4c(n3)SCC4)c2)cc1,0.4,1097,2.6,1.5,10,?,.,.,0.0%,-0.51,-0.29,-0.31,0.62,i,13,11%,-0.1%
CN(C)c1ccc(N=Nc2ccccc2C(=O)OCC(=O)NCC2CCCCC2)cc1,-1.0,952,1.6,2.2,4.9,1%,0.72,1263,4.2%,1.2,-0.22,0.32,-0.98,i,6,1%,-5.5%
CC(=O)c1ccc(NC(=O)C(C)N(C)CC(=O)Nc2ccccc2Cl)cc1 (stereo unspecified),4.4,1023,2.7,2.0,17,2%,-0.17,1275,1.0%,-0.51,-0.34,-0.31,0.94,i,5,2%,.
COc1ccc(/C(C)=N/NC(=O)CNC(=O)Cc2ccccc2)c(OC)c1,-1.2,1300,.,.,.,8%,0.44,959,-0.5%,1.2,-0.28,0.17,0.27,.,.,5%,.
Cc1ccccc1C1C(C#N)=C2NC(=O)c3c(sc4c3CCCCC4)N2C2=C1C(=O)CC(C)(C)C2 (stereo unspecified),2.8,1175,3.1,1.9,8.4,7%,-0.42,1583,.,-0.37,0.29,0.33,0.53,i,11,9%,-1.0%
Cc1ccc(S(=O)(=O)CC(=O)c2ccc(C(C)(C)C)cc2)cc1,4.1,1344,1.5,1.3,6.9,5%,0.34,1377,-0.2%,-0.3,-0.21,0.46,0.064,i,7,7%,-0.7%
O=C(CCc1nnc(Cc2c[nH]c3ccccc23)o1)NCC1CC12CCCCC2 (stereo unspecified),0.3,985,1.5,1.3,8.6,3%,0.22,1474,-0.1%,-0.97,1.9,0.0058,0.46,i,-6,9%,2.1%
Cc1ccc(S(=O)(=O)/C(C#N)=C/c2c(N3CCC(C(N)=O)CC3)nc3ccccn3c2=O)cc1,-1.8,1138,3.0,2.3,11,7%,-0.2,798,0.8%,0.18,0.84,0.099,1.4,i,95,-5%,1.8%
Cc1csc(Nc2ccc(C(=O)O)cc2)n1,-3.4,1216,.,.,.,10%,0.09,1468,0.7%,-0.2,-0.19,0.051,-0.58,.,.,4%,.
COc1ccc(Cc2c(Cl)ncnc2Cl)cc1,0.5,1045,4.5,3.0,11,4%,1.2,1351,1.5%[50 µM],-3.3,0.36,-2,1.1,i,-5,8%,0.3%
COc1ccc(/C=N/NC(=O)C(=O)/C=C2\NC3(CCCC3)Cc3ccccc32)cc1,-0.1,1082,3.1,2.3,2.9,8%,-0.19,1468,-4.5%,-0.16,-0.28,0.16,0.23,i,-15,6%,-0.5%
CN(CCc1ccccn1)C(=O)CCc1nnc(CCCc2ccccc2)o1,-0.7,1008,.,.,.,5%,-0.05,1395,0.3%,-0.95,0.94,-0.027,0.33,i,-8,-3%,0.0%
COc1ccccc1C(=O)N=Nc1c(O)[nH]c2ccc([N+](=O)[O-])cc12,-2.1,989,3.5,2.9,7.9,12%,-0.61,1058,0.2%,0.57,0.079,0.45,-0.024,+,2.5*,0%,0.0%
CCOC(=O)c1c(NC(=O)c2cccs2)sc(C)c1CC,-5.3,1009,2.9,1.2,3.6,1%,-1.2,1227,-0.7%,-0.038,-0.42,-0.028,0.21,i,2,7%,0.9%
Cc1ccc(S(=O)(=O)N2CCN(c3ccc4nnc(-c5ccccc5)n4n3)CC2)cc1,.,.,4.9,3.0,3.9,4%,0.11,948,0.1%,0.57,-0.033,0.44,-1.2,i,2,-2%,0.6%
CCc1nc(SCC(=O)N2CCN(c3ccccc3)CC2)c2oc3ccccc3c2n1,0.4,1411,1.6,0.8,6.4,-3%,-0.54,1055,0.9%,-0.24,-0.2,-0.36,0.62,i,0,-7%,1.0%
CCCOc1ccc(N2C(=O)CC(N(CCc3ccc(OC)c(OC)c3)C(=S)Nc3ccccc3)C2=O)cc1 (stereo unspecified),-2.3,1064,6.3,3.6,3.3,0%,-1.1,1238,0.1%[50 µM],1.3,-0.22,0.82,-1.4,i,-1,13%,-0.5%
CCOc1ccc(NC(=O)C[n+]2ccccc2)cc1,.,.,3.8,2.3,3.6,3%,-0.45,1391,1.6%,-0.25,-0.27,-0.2,0.79,i,-7,-8%,-0.2%
Cc1ccc(C)c(N=Cc2cc3c(cc2[N+](=O)[O-])OCO3)c1,.,.,3.6,1.5,3.5,8%,-0.15,1162,-0.7%,-0.78,-0.38,-0.44,1.2,i,4,10%,-0.8%
Cc1ccc(Cn2cc(/C=N/NC(=O)Cc3nnc(NC(=O)c4ccc(C)cc4)s3)c3ccccc32)cc1,3.4,489,2.8,1.2,4.5,0%,.,.,-0.3%,0.21,-0.27,0.25,0.24,i,9,3%,1.8%
CC(C)CCOC(=O)/C(=C/c1ccco1)NC(=O)/C=C/c1ccccc1,0.3,1312,3.6,1.8,3.1,11%,-0.26,1637,0.1%,0.6,-0.064,0.071,-1.4,i,-2,34%,3.0%
CN(C)c1ccc(C(=O)Nc2cc(C(F)(F)F)ccc2-n2cncn2)cc1,-2.2,1041,0.9,1.2,8.5,4%,.,.,0.1%,1.8,-0.076,0.81,-0.45,i,-20,-2%,-0.9%
CCOc1ccc(N2C(=O)CC(N(CCc3ccc(OC)c(OC)c3)C(=O)/C=C/C(=O)O)C2=O)cc1 (stereo unspecified),1.1,1214,.,.,.,-4%,0.91,1058,-0.1%,1.1,-0.23,1.2,-1.6,.,.,8%,.
Nc1c(C(=O)O)sc2nc(-c3ccccc3)cc(-c3ccc(Cl)cc3)c12,1.2,1247,.,.,.,16%,-0.86,1335,0.7%,-0.57,-0.22,-0.55,0.25,.,.,0%,.
CCCCOC(=O)c1nc(Cl)c(Cl)c(N)c1Cl,3.1,814,4.2,2.1,2.9,14%,-0.81,1471,1.0%[50 µM],-0.53,-0.25,-0.32,0.43,i,-9,0%,-1.0%
CC(=O)Nc1ccc(OCC(O)CN2CCN(c3ccc(C)c(Cl)c3)CC2)cc1 (stereo unspecified),.,.,2.2,2.3,2.2,0%,0.26,873,0.8%,-0.93,-0.24,-0.35,0.43,i,4,11%,-1.3%
CN1CCN(NC(=S)Nc2ccc(Oc3ccccc3)cc2)CC1,0.2,1042,6.3,1.2,6.4,-2%,-0.14,1450,0.3%,0.26,-0.094,-0.0088,-0.48,i,7,-4%,1.0%
Cc1nn(-c2ccccc2)c(C)c1/C=N/n1c(-c2ccccc2Br)n[nH]c1=S,-1.7,1342,.,.,.,5%,-0.61,1026,-0.3%,-1.1,-0.26,-0.17,1.1,.,.,-1%,.
Cc1c(NC(=O)/C(C#N)=C/c2cccs2)c(=O)n(-c2ccccc2)n1C,.,.,2.8,1.8,2.7,7%,0.48,1361,0.1%,1.4,-0.33,0.15,-0.33,i,4,62%,5.4%
O=C(COC(=O)C1=COCCO1)Nc1cc(S(=O)(=O)N2CCCCC2)ccc1Cl,-2.7,1008,6.2,3.0,8.5,6%,1.3,1320,0.5%,-0.35,-0.13,0.18,0.66,i,6,-5%,-0.8%
CC(=O)Nc1ccc(S(=O)(=O)Nc2ccc(Cl)nn2)cc1,-0.6,946,4.8,2.1,8.8,-3%,.,.,4.4%,3.1,-0.083,1.8,-2.3,i,3,4%,1.8%
CCOC(=O)c1cccc(N2C(=O)C3C(C2=O)C2C=CC3C23CC3)c1 (stereo unspecified),-4.1,1161,0.4,0.6,0.1,-1%,0.28,766,0.0%,-0.51,0.24,-0.21,0.72,i,-11,14%,-2.5%

Source: PubChem (several laboratories)
